# TGFb inhibitor: blocks TGF-b signaling. HepG2 CAGA-GFP TGF-b/SMAD3 reporter, GFP fluorescence, 18 h; TGF-beta stimulated, 500 pg/mL final. AID 588855. Potency, µM (titrated, usually from 46.1 µM), without a hit: at the highest dose activity, negative = inhibition, hits mostly inhibitors. actives 1.2% (n = 410,000); note: potency is the fitted concentration of half-maximal effect; % is set by controls: 0 for no effect and ±100 for the full control effect; nearly all actives have a fitted effect of over 65% in size
#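 First, reporter cells (HEPG2 CAGA-GFP) rested 2 h at 37 degrees C. Next, compounds were pinned in and TGF-beta added to 500 pg/mL final. After 18 h, GFP was imaged per cell and summed per well.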
# A549 tox: counter-screen for Nrf2 inhibitors: cytotoxicity in A549 cells. A549 ARE-Fluc cells, CellTiter-Fluor viability, 18-24 h. Potency, µM (series often up to 46 µM), without a hit: at the highest dose activity change, negative = cytotoxicity, usual class: inhibitors. actives 0.16% (n = 390,000). AID 504648; note: potency is the fitted concentration of half-maximal effect; % is set by controls: 0 for no effect and ±100 for the full control effect
#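 Cytotoxicity counterscreen: CellTiter-Fluor fluorescence was measured in A549 ARE_Fluc cells after 18-24 h of compound exposure in a concentration series. The subsequent BugLite luminescent read reports ARE-luciferase activity.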
# ATXN viability: cell viability loss in ATXN counter-screen; S2 cells (HEK-293 line with an ATXN2-luciferase reporter) viability, CellTiter-Fluor protease fluorescence, 24 h; Potency, µM (series often up to 56.7 µM), hits mostly cytotoxic; actives 0.49% (n = 400,000); AID 651635; note: potency is the fitted concentration of half-maximal effect; nearly all actives have a fitted effect of over 40% in size
# HepG2 tox: HepG2 cytotoxicity, counter-screen for TGF-b inhibitors; Potency, µM (top dose mostly 46.1 µM), inactives show at the top dose activity change, negative = cytotoxicity, actives largely listed as cytotoxic; HepG2 CAGA-GFP viability, ATP luminescence, 18 h; AID 588856; actives 0.76% (n = 410,000); note: potency is the fitted concentration of half-maximal effect; some results filed as inactive show a strong effect at the top dose
#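 HepG2 CAGA-GFP cells (1000/well, DMEM with 1% FBS) received compound, then TGF-beta at 500 pg/mL final, and were incubated 18 hours at 37 degrees C. Viability was read by CellTiter-Glo luminescence. Media-only wells were set as complete cell-killing and DMSO as no toxicity.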
# ATXN2 expr inh: inhibitors of ATXN2 expression | HEK-293 ATXN2-luciferase reporter, luminescence, 24 h | Potency, µM (titrated, usually from 57 µM), for inactives: top-dose activity change, negative = inhibition, usual class: inhibitors | actives 0.72% (n = 360,000); note: potency is the fitted concentration of half-maximal effect; % is set by controls: 0 for no effect and ±100 for the full control effect; nearly all actives have a fitted effect of over 55% in size
#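 ATXN2-luciferase reporter cells (luciferase flanked by upstream and downstream ATXN2 gene portions) were treated 24 h at 37 °C with compounds at up to 57 uM. SteadyGlo luminescence gave expression; GF-AFC fluorescence gave viability.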
# Nrf2 block: blocks Nrf2 signaling; A549 ARE-Fluc reporter, luciferase luminescence, 18-24 h; AID 504444; actives 2.1% (n = 360,000); Potency, µM (titrated, usually from 46 µM), for the others: at the top dose activity change, negative = inhibition, usual class: inhibitors; note: potency is the fitted concentration of half-maximal effect; % is set by controls: 0 for no effect and ±100 for the full control effect; nearly all actives have a fitted effect of over 60% in size
#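 Nrf2 function is reported as luminescence of an ARE-controlled luciferase in A549 cells. Compounds were tested at several concentrations, and a CellTiter-Fluor read on the same wells flagged cytotoxicity.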
# IL1B secr inh: blocks inflammasome-driven IL-1 beta release; THP-1 LPS/ATP IL-1B secretion, AlphaLISA, 16 h; stronger effect = lower value; activity change, % at 57.5 µM; actives 4.7% (n = 360,000); in the data active = activity change below about -50%; inconclusive = mostly about -30% to -49%; note: % is set by controls: 0 for no effect and ±100 for the full control effect
#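 Secreted IL-1B measured by AlphaLISA bead assay after 16 h compound exposure of THP-1 cells; compounds (final up to 57.5 uM) added 1 h before LPS (250 ng/mL) and ATP (1.25 mM) stimulation; lower signal means less secretion.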
# Nrf2 ARE act: Nrf2 pathway activation | AREc32 ARE-luciferase reporter (MCF7-derived line), luminescence, 24 h | Potency, µM (series often up to 46.1 µM), for the others: at the highest dose activation, actives largely listed as activators | actives 0.31% (n = 410,000) | AID 624171; note: potency is the fitted concentration of half-maximal effect; % of control where 0% means no effect; nearly all actives have a fitted effect of over 65% in size
#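 For detection, Steady-Glo was added and plates sat 30 min at RT; before that, AREc32_Fluc cells grown overnight in OPTI-MEM/5% FBS had been treated with 23 nL compound for 24 hr at 37 deg C.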
# MCF10A rereplic: DNA re-replication induction in MCF 10a cells | MCF 10A DNA re-replication, Hoechst nuclear intensity, 48 h | Potency, µM (top dose mostly 46.1 µM), without a hit: at the highest dose activity, positive = re-replication, hits mostly activators | actives 2.9% (n = 350,000); note: potency is the fitted concentration of half-maximal effect; % of control where 0% means no effect; nearly all actives have a fitted effect of over 50% in size
# The depositor's hits bear a star; i = inactive; ? = inconclusive; nt = not tested or not shown; [ ] = remark or other dose. Unless noted, calls come from the whole dose curve; as a rule, active = well fitted curve in the direction sought with a large enough effect; inconclusive = small, poorly fitted or top-dose-only effect, or another doubt; inactive = no such curve, though single readings can be large; an effect the other way counts as inactive or inconclusive. No enrichment for hits (roughly 8.8% active in at least one column).
No.	canonical_smiles	Nrf2 block	IL1B secr inh	MCF10A rereplic	TGFb inhibitor	A549 tox	ATXN viability	HepG2 tox	ATXN2 expr inh	Nrf2 ARE act
1	Cc1cc(C)c(NC(=O)CNC(=O)[C@@H]2CCCN2C(=O)c2cccs2)c(C)c1	6%	-3	1%	-13%	-1%	i	-2%	-8%	-0.7%
2	CN(C(=O)CN1C(=O)NC(c2ccccc2)(c2ccccc2)C1=O)C1CCS(=O)(=O)C1 (stereo unspecified)	6%	10	-8%	18%	7%	i	17%	6%	-0.3%
3	COc1ccccc1C(=O)CN1C(=O)NC2(CCc3ccccc32)C1=O (stereo unspecified)	10%	-3	1%	1%	-4%	i	8%	-1%	0.4%
4	O=C(CSc1nnc(-c2ccc(OC(F)F)cc2)o1)NC(=O)NCc1ccco1	-6%	0	5%	-25%	2%	i	5%	-13%	3.4%
5	O=C(Nc1cccc([N+](=O)[O-])c1)Nc1ccc2c(c1)OCCO2	?	0	-1%	-5%	-8%	i	6%	123%[activator]	3.5%
6	CCN(C(=O)Cn1nnc2sc(-c3ccccc3)cc2c1=O)c1cccc(C)c1	26%	nt	nt	-10%	11%	i	-1%	4%	4.5µM*
7	O=C(COc1ccccc1)NCCc1csc(-c2cccc(F)c2)n1	nt	nt	nt	-1%	10%	i	-1%	-4%	4.1%
8	CCCCC(=O)Oc1cc(C)[nH]c(=O)c1[N+](=O)[O-]	-1%	-17	-2%	2%	-4%	i	-1%	-6%	-0.2%
9	O=C1CC(c2ccccc2)n2ncnc2N1 (stereo unspecified)	8%	3	-1%	-3%	-3%	i	1%	-4%	-0.4%
10	O=C(NCc1cccnc1)C1CC(c2cccc(Br)c2)=NO1 (stereo unspecified)	12%	72	5.8µM*	-3%	11%	i	-1%	2%	-0.2%
11	Cc1ccc(CN2C(=O)c3ccccc3C2C(=O)NCC2CCCO2)cc1 (stereo unspecified)	1%	-28	-2%	-7%	1%	?	-4%	0%	0.4%
12	COC(C)(C)[C@]12CC(O)(C(C)C)ON1[C@H]1CCCCC1N2O (stereo partly specified)	4%	9	-5%	?	-1%	i	9%	2%	0.0%
13	CC1CCN(C(=O)Cn2ncc3c([nH]c4ccccc43)c2=O)CC1	-26%	31	4%	2%	-5%	i	-14%	-5%	0.0%
14	Cc1cc(N/N=C/c2ccc(F)cc2)nc(-n2nc(C)cc2C)n1	?	48	?	?	0%	i	-5%	0%	0.1%
15	O=C(NC(=S)NCc1ccccc1)c1ccc2c(c1)OCO2	28%	-20	19%	4%	15%	i	-11%	41%[activator]	5.7%
16	O=C(NC(Cc1ccccc1)C(=O)N1CCCCCC1)c1ccccc1 (stereo unspecified)	-1%	-10	13%	3%	8%	i	4%	-8%	-0.4%
17	COc1ccc(NC(=O)CN2C(=O)NC3(CCCC3)C2=O)cc1	?	-3	-2%	1%	?	i	-10%	4%	0.1%
18	O=C(CN(C1CCCCC1)S(=O)(=O)c1ccc(Cl)cc1)NCCCO	13%	-5	-2%	12%	nt	i	-2%	1%	0.1%
19	Cc1cc(NS(=O)(=O)c2ccc(NC(=O)COc3ccc(Cl)cc3)cc2)no1	3%	19	-5%	-2%	-2%	i	8%	17%	-0.1%
20	Cc1c(NC2=C(Cl)C(=O)N(c3ccccc3)C2=O)c(=O)n(-c2ccccc2)n1C	7%	-9	?	-4%	-8%	i	-13%	2%	-0.2%
21	CCCc1nn2c(=O)cc(COc3cccc(NC(=O)c4ccco4)c3)nc2s1	-28%	0	11%	1%	0%	i	-9%	-5%	3.2%
22	O=C(NCc1ccccc1)c1nc(S(=O)(=O)Cc2ccc(F)cc2)ncc1Cl	26µM*	nt	nt	?	?	nt	-112%	nt	-5.9%
23	COc1ccccc1CNC(=O)CSc1nc2ccccc2c(=O)n1CCCN1CCOCC1	2%	-2	-12%	8%	-6%	i	-4%	-15%[11.3 µM]	0.7%
24	CCn1cc(S(=O)(=O)CC(=O)Nc2ccc3c(c2)OCCO3)c2ccccc21	-14%	-16	9%	-4%	-15%	i	-5%	-7%	0.1%
25	CC(=O)OCC1(C)CN(c2ccccc2)NC1=O (stereo unspecified)	5%	24	13%	-27%	-2%	i	-13%	nt	0.5%
26	OC(c1ccccc1)(c1nc(-c2cccc3cccnc23)cs1)C(F)(F)F (stereo unspecified)	nt	-11	nt	?	nt	?	-105%	?	-0.1%
27	CCOC(=O)NNS(=O)(=O)c1cc(Br)ccc1Br	4%	-2	-19%	4%	3%	i	3%	8%	-0.3%
28	CCO[C@@H]1OC(C(=O)Nc2ccccc2)=C[C@H](c2ccc3c(c2)OCO3)[C@H]1CCCO	-18%	-4	-1%	?	-2%	i	-1%	-1%	3.6%
29	COc1ccccc1C1CCN(c2cc(O)ccc2[N+](=O)[O-])CC1	-10%	-6	16µM*	?	-8%	i	-186%	?	-0.2%
30	Cc1n[nH]c(C)c1CCN(C)Cc1cn(C)nc1-c1ccc2c(c1)OCCO2	1%	-14	5%	24%	1%	i	4%	1%	0.4%
31	CC(C)(C)S(=O)(=O)c1c(C(=O)O)cccc1C(=O)O	13%	19	1%	1%	3%	?	-2%	-5%	-1.0%
32	COc1ccc(CCN2CC(C(=O)N3CCC(O)(c4ccccc4)CC3)CCC2=O)cc1 (stereo unspecified)	-12%	15	-1%	11%	-2%	i	15%	-2%	0.5%
33	O=C1NC[C@@H](CCCCN2C[C@H](Cc3ccccc3)N(CC3CCCCC3)C(=O)C2=O)N(CCc2ccc(O)cc2)C1=O	nt	9	nt	nt	nt	i	nt	7%	-0.5%
34	Cc1cc(C)n(-c2nnc(NC(C)(C)C)nn2)n1	14%	17	?	10%	-2%	i	-17%	61%[activator]	-0.9%
35	COc1ccccc1N1CCN(C(=O)/C=C/c2cccc([N+](=O)[O-])c2)CC1	-20%	-7	1%	-27%	-5%	i	-25%	-12%	-0.5%
36	Cc1nn(-c2ccc(F)cc2)c(Cl)c1/C=C(/CCC(=O)O)c1nc2ccccc2s1	-25%	19	?	-15%	-1%	i	2%	4%	0.1%

# Random excerpt: two compounds from above
No.	canonical_smiles	Nrf2 block	IL1B secr inh	MCF10A rereplic	TGFb inhibitor	A549 tox	ATXN viability	HepG2 tox	ATXN2 expr inh	Nrf2 ARE act
25	CC(=O)OCC1(C)CN(c2ccccc2)NC1=O (stereo unspecified)	5%	24	13%	-27%	-2%	i	-13%	nt	0.5%
32	COc1ccc(CCN2CC(C(=O)N3CCC(O)(c4ccccc4)CC3)CCC2=O)cc1 (stereo unspecified)	-12%	15	-1%	11%	-2%	i	15%	-2%	0.5%

# The list goes on.
No.	canonical_smiles	Nrf2 block	IL1B secr inh	MCF10A rereplic	TGFb inhibitor	A549 tox	ATXN viability	HepG2 tox	ATXN2 expr inh	Nrf2 ARE act
37	NNC(=O)C(=O)Nc1ccc(Cl)c(Cl)c1	-21%	nt	?	-13%	0%	i	-11%	?	2.8%
38	CC(C)c1[nH]nc2c1C(Cc1ccccc1)C(C#N)=C(N)O2 (stereo unspecified)	15%	-5	1%	-5%	11%	i	-22%	3%	0.6%
39	COc1cc(C(=O)NCC2(c3ccccc3)CCCC2)cc(OC)c1OC	15%	6	-1%	-1%	2%	i	2%	-14%	3.0%
40	CCOC(=O)c1cccc(NC(=O)CCCn2nc(C)c3c(C)n(-c4ccccc4)nc3c2=O)c1	3%	nt	nt	?	1%	nt	-10%	nt	-0.7%
41	COc1ccc(NCC(=O)Nc2ccc(Br)cc2F)c(OC)c1	11%	?	?	0%	5%	i	-25%	-16%	0.7%
42	O=[N+]([O-])c1ccc(Oc2ccc(OCc3ccccc3)cc2)nc1	-23%	-80*	6%	0%	-6%	i	-11%	2%	-0.6%
43	Cc1cc(/C=N\NC(=O)c2cccs2)c(C)n1-c1ccc2ncccc2c1	?	-17	?	5%	-12%	i	-19%	46%[activator]	5.0%
44	O=C1Nc2ccccc2C(O)(C(=O)NCc2ccco2)N1c1ccc(Cl)cc1 (stereo unspecified)	-12%	0	12%	-7%	-5%	i	-21%	13%	0.9%
45	CC1=C(C#N)C(NC(=O)C2CC2)(C(F)(F)F)C(=O)N1 (stereo unspecified)	nt	20	1%	-27%	-2%	i	-24%	-2%	3.7%
46	Cc1cccc(C)c1NC(=O)CN(c1ccccn1)S(=O)(=O)c1ccccc1	-8%	-1	1%	-2%	-2%	i	-12%	16%	-1.6%
47	Cn1ncc(Br)c1C(=O)NC1CCCCCC1	-21%	11	9%	0%	-5%	i	-24%	0%	-0.5%
48	CC(C)CCNC(=O)c1c(CSc2ccccc2)noc1C(=O)NCc1ccccc1	5%	-6	-24%	-15%	0%	i	-23%	1%	-0.2%
49	CC(C)(C)c1csc(NC(=O)Cn2cnc3ccccc3c2=O)n1	-20%	5	5%	-4%	-3%	i	-3%	-10%	-0.1%
50	CCOc1ccc(NC(=O)CN(C)C(=O)c2ccc(N3CCCC3)c([N+](=O)[O-])c2)cc1OCC	-2%	-4	0%	-2%	-2%	i	-45%	-4%	0.4%
51	CC(C)(C)c1ccc(S(=O)(=O)NCc2ccc(C(=O)NCc3ccccn3)cc2)cc1	7%	-2	?	-2%	4%	i	-7%	-8%	-0.5%
52	CNC(=O)c1ccc(NC(=O)c2nsc3ccccc23)cc1	?	nt	nt	nt	0%	nt	-59%	nt	-1.7%
53	COc1cc(-c2noc(C3CC(=O)N(c4ccc5c(c4)OCCO5)C3)n2)cc(OC)c1OC (stereo unspecified)	16%	nt	nt	18%	7%	i	-14%	11%	4.5%
54	Cc1ccc(C(=O)NCCCNC(=O)c2cccnc2)cc1	?	-2	-25%	-6%	0%	i	5%	1%	0.2%
55	COc1cc2c(cc1OC)C1=C(C#N)COCN1CC2	3%	-8	-6%	-5%	-7%	i	10%	0%	0.5%
56	O=C(c1cc(-c2ccncc2)nc2ccccc12)N1CCN(c2ccccc2O)CC1	-3%	-3	18%	-13%	4%	i	-21%	-5%	2.2%

# Screening data (PubChem)
